RNase H inhibition: RNase H inhibition, HIV 1 Gag Pol polyprotein, FRET biochemical assay, screening (AID 372); HIV-1 RT RNase H, FRET RNA/DNA substrate fluorescence; higher % means a stronger effect; one-dose inhibition, % at 10 µM; IC50 in µM for titrated hits; 0.77% of 100,000 active; in the data active = inhibition above about 50%
Active calls of the source: *. These rows are one share of the data; rates above refer to the full screens.

SMILES	RNase H inhibition
Cc1ccccc1OCCOc1ccc(/C=N/n2cnnc2)cc1	21.0%
CC(=O)c1ccc(NC(=S)NC(NC(=O)C(c2ccccc2)c2ccccc2)C(Cl)(Cl)Cl)cc1 (stereo not drawn)	23.0%
CCCC(C)NC(=O)c1cccc(I)c1 (stereo not drawn)	26.0%
COc1ccc(C2c3c(nn(-c4ccccc4)c3C)CC(C)(O)C2C(C)=O)cc1OC (stereo not drawn)	18.0%
Cc1ccc(N(CC(=O)NC(C)c2ccccc2)S(=O)(=O)c2ccc(F)cc2)cc1 (stereo not drawn)	0.0%
COc1cccc(C2C(C(=O)Nc3ccccc3)=C(C)N=c3s/c(=C\c4ccncc4)c(=O)n32)c1 (stereo not drawn)	19.0%
COCC(=O)N/N=C(\C)CC(=O)Nc1cc(C)ccc1OC	0.0%
CCc1ccccc1N(CC(=O)Nc1ccc(C)cc1)S(C)(=O)=O	3.0%
COc1ccc(C2CC(=O)C3=C(C2)Nc2ccccc2NC3c2cc([N+](=O)[O-])ccc2Cl)cc1OC (stereo not drawn)	15.0%
COc1ccc(Br)cc1/C=C/C(=O)c1ccc(F)cc1	42.0%
CCOC(=O)C1=C(C)N=c2s/c(=C\c3ccc(OCc4ccc(Cl)cc4)cc3)c(=O)n2C1c1ccc2c(c1)OCO2 (stereo not drawn)	13.0%
Cc1ccc(-c2cc(C(F)(F)F)n3ncc(C(=O)NCCc4ccccc4)c3n2)cc1	23.0%
Cc1ccc(-c2nc3cc(Cl)ccc3o2)cc1NC(=O)c1sc2ccccc2c1Cl	8.0%
COc1cc(/C=N/NC(=O)c2ccccc2C)ccc1O	2.0%
CCOc1cc([N+](=O)[O-])ccc1NC(C)=O	5.0%
Cc1ccc(C(=O)Nc2cc([N+](=O)[O-])ccc2F)cc1	0.0%
c1ccc2c3c([nH]c2c1)/C(=N/N=C1CCCCC1)CCC3	14.0%
COc1cc(/C=N/NC(=O)CNC(=O)c2ccncc2)ccc1O	0.0%
COc1ccc(-c2nnc(SCC(=O)N/N=C/c3ccc(Br)cc3)n2-c2ccccc2)cc1OC	2.0%
CN(C)c1ccc(/C=C2\C(=O)Oc3ccccc3C2=O)cc1	19.0%
CC1CC(=O)C2=C(C1)OC(N)=C(C#N)C2c1ccccc1 (stereo not drawn)	11.0%
COc1cc(C=O)ccc1OCCOCCOc1cc(C)ccc1C	14.0%
O=C(CSc1ncn[nH]1)N1c2ccccc2Sc2ccc(Cl)cc21	17.0%
Cc1cc(OCC(=O)Nc2cc(Cl)ccc2C)ccc1Br	0.0%
COc1cc(C(=O)NCCOc2cc(C)ccc2C(C)C)cc(OC)c1OC	4.0%
C=CCOc1ccc(C=C2C(=O)NC(=O)NC2=O)cc1Br	36.0%
Cc1oc2ccccc2c1C=Nc1cccc([N+](=O)[O-])c1	27.0%
Cc1ccc(N2C(=O)NC(=O)/C(=C\c3ccc(Cl)cc3)C2=O)cc1	7.0%
COc1cc(Nc2nc(-c3ccc(C)c(C)c3)cs2)c(OC)cc1Cl	13.0%
O=C(O)CN1C(=O)c2ccc(Oc3ccc([N+](=O)[O-])cc3)cc2C1=O	0.0%

Exported in CSV form: part of the list above.
SMILES,RNase H inhibition
COc1cccc(C2C(C(=O)Nc3ccccc3)=C(C)N=c3s/c(=C\c4ccncc4)c(=O)n32)c1 (stereo not drawn),19.0%
CCOc1cc([N+](=O)[O-])ccc1NC(C)=O,5.0%
c1ccc2c3c([nH]c2c1)/C(=N/N=C1CCCCC1)CCC3,14.0%
CCCC(C)NC(=O)c1cccc(I)c1 (stereo not drawn),26.0%
CN(C)c1ccc(/C=C2\C(=O)Oc3ccccc3C2=O)cc1,19.0%
Cc1cc(OCC(=O)Nc2cc(Cl)ccc2C)ccc1Br,0.0%

Continuation:
SMILES	RNase H inhibition
CC1=C(C(=O)OCC(C)C)C(c2ccc(Cl)cc2Cl)NC(=O)N1 (stereo not drawn)	2.0%
COc1ccc(Br)cc1/C=C1/SC(N2CCCCC2)=NC1=O	14.0%
Cn1cnnc1Sc1cc(N2CCOCC2)ccc1[N+](=O)[O-]	0.0%
CCCOc1ccc(/C=C2\SC(N3CCN(c4ccccc4C)CC3)=NC2=O)cc1	12.0%
CC(C)OC(=O)c1ccc(NC(=O)COc2ccc(Cl)cc2)cc1	0.0%
Cc1ccccc1NC(=O)/C(C#N)=C\c1ccc(-c2ccccc2C(=O)O)o1	9.0%
CS(=O)(=O)N(CC(=O)Nc1ccc(F)cc1)c1cccc2ccccc12	9.0%
COc1cccc(/C=C2\SC(=S)N(C)C2=O)c1O	11.0%
O=[N+]([O-])c1cc(/C=N\Nc2nc(-c3ccccc3)cs2)ccc1O	14.0%
CCN(CC)C(=O)CN1C(=O)COCC1=O	6.0%
Cc1cccc(C)c1OCC(=O)Nc1ccc(N(C)C)cc1	11.0%
COc1ccc(CN2CCN(Cc3ccc4c(c3)OCO4)CC2)cc1OC	4.0%
O=[N+]([O-])c1ccccc1N[C@@H]1O[C@H](CO)[C@@H](O)[C@H](O)[C@@H]1O	13.0%
CC(=O)Nc1cc(C(=O)O)cc(C(=O)O)c1	7.0%
CCc1c(C)sc(NC(=O)c2cc(-c3ccc(C)s3)nc3ccccc23)c1C(=O)OC(C)C	0.0%
O=C(N/N=C/c1ccc(-c2cc(Cl)ccc2Cl)o1)c1ccccc1	25.0%
Cc1cc(I)ccc1NC(=O)c1ccccc1Br	10.0%
O=C(COc1ccc2ccccc2c1)N1CCN(C(=O)c2ccc([N+](=O)[O-])cc2)CC1	0.0%
CC(=O)/C(C(=Nc1ccccc1)Nc1ccccc1)=C(/O)c1ccccc1	11.0%
COC(=O)C1=C(C(=O)OC)SC(=C2C(=S)C(C)(C)N(C(=O)c3ccccc3Br)c3ccc(C)cc32)S1	39.0%
COCCNC(=O)CN(c1ccc(Br)cc1)S(C)(=O)=O	3.0%
Cc1c(-c2ccc(/C=N/NC(N)=O)o2)ccc([N+](=O)[O-])c1C	29.0%
Cc1ccccc1CNC(=O)CCSc1ccc(Cl)cc1	13.0%
CC(C)c1ccc(/C=C(\NC(=O)c2ccccc2)C(=O)NCCN2CCOCC2)cc1	0.0%
COc1ccc(COc2ccc3ccc(=O)oc3c2)cc1	1.0%
COc1ccc(N(Cc2ccc(C(=O)NCc3ccccc3OC)cc2)S(=O)(=O)c2ccccc2)cc1	8.0%
COc1ccc(/C(N)=N/OC(=O)c2cccc([N+](=O)[O-])c2)cc1	12.0%
c1ccc2c(N3CCCCC3)c3ccccc3nc2c1	21.0%
CC(=O)N1c2ccccc2NC2=C(C(=O)CC(C)(C)C2)C1c1ccc(F)cc1 (stereo not drawn)	3.0%
COc1cccc(/C=C/C(=O)c2ccc(C)cc2)c1OC	9.0%

Copied from the list.
RNase H inhibition result of COc1ccc(/C(N)=N/OC(=O)c2cccc([N+](=O)[O-])c2)cc1 : 12.0%
RNase H inhibition result of COc1ccc(N(Cc2ccc(C(=O)NCc3ccccc3OC)cc2)S(=O)(=O)c2ccccc2)cc1 : 8.0%
RNase H inhibition result of O=C(N/N=C/c1ccc(-c2cc(Cl)ccc2Cl)o1)c1ccccc1 : 25.0%
RNase H inhibition result of Cc1cc(I)ccc1NC(=O)c1ccccc1Br : 10.0%
RNase H inhibition result of COc1ccc(COc2ccc3ccc(=O)oc3c2)cc1 : 1.0%

Next part.
SMILES	RNase H inhibition
CCCOc1ccc(/C=N/NC(=O)CSc2nc(C)cc(C)n2)cc1	18.0%
O=C1NC(=O)N(c2ccc(Cl)cc2)C(=O)/C1=C\c1ccc(-c2ccc([N+](=O)[O-])cc2)o1	7.0%
O=C(O)c1ccc(N2CCC(c3ccccc3)=N2)cc1	13.0%
Clc1ccccc1OCCCCN1CCOCC1	6.0%
CCOC(=O)C1=C(C)N=c2s/c(=C\c3ccccc3OCc3ccc(Cl)cc3)c(=O)n2C1c1ccc(C)cc1 (stereo not drawn)	0.0%
CC1=NN(c2ccc(C)c(C)c2)C(=O)/C1=C\c1c(C)[nH]n(-c2ccccc2)c1=O	12.0%
Nc1nnc(CC(=O)N/N=C/c2cc3c(cc2Br)OCO3)s1	9.0%
Cc1nc2sc3c(c2c2nncn12)CCCC3	1.0%
CC(NC(=O)C12CC3CC(CC(C3)C1)C2)c1ccccc1 (stereo not drawn)	0.0%
C=CCn1c(NC(=O)C2CCCCC2)nc2ccccc21	8.0%
Cc1ccc(OCC(=O)Nc2ccc(Cl)c(Cl)c2)c(Br)c1	2.0%
COc1cccc(NC(=O)CC(C)=O)c1	8.0%
CCOc1cc(OCC)cc(C(=O)Nc2cccc(OC)c2)c1	4.0%
COc1ccc(-c2ccc(C=O)o2)c([N+](=O)[O-])c1	8.0%
Cc1cc(=O)oc2cc(OCc3ccc(F)cc3)c(Cl)cc12	7.0%

Next section (2 carried over from the part before).
SMILES	RNase H inhibition
COc1ccc(-c2ccc(C=O)o2)c([N+](=O)[O-])c1	8.0%
Cc1cc(=O)oc2cc(OCc3ccc(F)cc3)c(Cl)cc12	7.0%
COc1cc(NC(=O)c2ccc(F)cc2)cc([N+](=O)[O-])c1	0.0%
CCc1c(C)sc(NC(=O)c2ccccc2F)c1C#N	14.0%
CCN(CC)c1ccc(N=Cc2ccc3ccccc3c2)cc1	12.0%
COc1ccc(C(=O)N2CCN(C(=O)c3cccc(Cl)c3)CC2)cc1	2.0%
CSC1=N/C(=C\c2ccccc2C)C(=O)S1	17.0%
N#C/C(=C\c1ccc(Cl)cc1Cl)c1nc(-c2cc3cc(Br)ccc3oc2=O)cs1	4.0%
CCC(Oc1ccccc1)C(=O)Nc1ncccn1 (stereo not drawn)	0.0%
Cc1c(C)c2ccc(OC(C)C(=O)c3ccccc3)cc2oc1=O (stereo not drawn)	15.0%
O=[N+]([O-])c1cccc(S(=O)(=O)NCc2ccco2)c1	5.0%
O=C(NCc1cccnc1)C(=O)Nc1nc(C23CC4CC(CC(C4)C2)C3)cs1	7.0%
COC(=O)COc1ccc(C=C2C(=O)N(C)C(=S)N(C)C2=O)cc1	19.0%
CCN(CC)c1ccc2cc(-c3nnc(Nc4cc(OC)ccc4OC)s3)c(=O)oc2c1	0.0%
c1ccc(-c2ccc(-c3[nH]c(-c4c[nH]c5ccccc45)nc3-c3ccccc3)cc2)cc1	45.0%
Cc1ccc(S(=O)(=O)N(CC(=O)Nc2ccc(C(N)=O)cc2)c2ccc(Cl)cc2)cc1	16.0%
Oc1c(Br)cc(Cl)cc1C=Nc1ccccc1Br	12.0%
CCCN(/C=C/C=C(\C(C)=O)C(=O)OC)CCC	9.0%
O=C(/C=C/c1ccccc1)C1=C(O)C(=O)N(c2cccc(C(F)(F)F)c2)C1c1ccccc1[N+](=O)[O-] (stereo not drawn)	0.0%
CC(=O)Nc1ccc(C(=O)Nc2ccc(Cl)cc2Cl)cc1	0.0%
O=C(CCC(=O)Nc1ccc(I)cc1)N/N=C/c1ccccc1	5.0%
Cc1ccc(/C=C2\SC(=S)N(CCCC(=O)Nc3ccccc3C(F)(F)F)C2=O)cc1	27.0%
CCOC(=O)Cn1nnc2ccccc21	12.0%
O=Cc1cn(-c2ccccc2)nc1-c1cccnc1	6.0%
Cc1oc2ccc(OCc3ccccc3F)cc2c1C(=O)O	10.0%
CCOc1ccc(N2C(=O)CC(NCc3ccc(F)cc3)C2=O)cc1 (stereo not drawn)	0.0%
CC(C)CNC(=O)/C(=C/c1ccc(F)cc1)NC(=O)c1ccccc1	0.0%
CCCCCCOC(=O)c1[nH]ncc1[N+](=O)[O-]	12.0%
C=C(C)CNC(=S)Nc1sc(CC)cc1C(=O)OCC	2.0%
COc1cccc(C2NC(=O)NC(C)=C2C(=O)OCC2CCCO2)c1OC (stereo not drawn)	8.0%
Clc1ccc(CN2CCN(Cc3ccncc3)CC2)cc1	17.0%
O=C(NCc1cccnc1)c1ccccc1F	2.0%
CN(C)CCNC(=O)c1cc([N+](=O)[O-])ccc1Cl	9.0%
O=C(c1cccc(Cl)c1)N1CCN(Cc2ccccn2)CC1	6.0%
CNc1cc(C)c(C#N)c2nc3ccccc3n12	2.0%
COC(=O)C1=C(C)NC(=O)NC1c1cccc(Cl)c1 (stereo not drawn)	19.0%
Cc1ccc(C)c(NC(=O)c2ccc3c(c2[N+](=O)[O-])C(=O)c2ccccc2C3=O)c1	4.0%
O=C1C(Cc2ccccc2)S/C(=N/N=C/c2ccco2)N1c1ccccc1 (stereo not drawn)	8.0%
COc1ccc(C(=O)NC(=S)Nc2cc([N+](=O)[O-])ccc2F)cc1	28.0%
CCc1ccc(NC(=O)C(=O)NCCCO)cc1	18.0%
Cc1ccc(OCCCN2CCCC2)c(C)c1	6.0%
OC(COc1ccccc1Cl)Cn1c2ccccc2c2ccccc21 (stereo not drawn)	0.0%
C/C(=N\NC(=O)c1c[nH]c2ccccc12)c1ccc(O)cc1O	5.0%
NNC(=O)CNC(c1ccccc1)c1cc(Br)ccc1NC(=O)c1ccc(Br)cc1 (stereo not drawn)	12.0%
O=C(Nc1ccc([N+](=O)[O-])cc1)c1ccc(Cl)cc1Cl	0.0%
CCOc1ccccc1OCCCCSc1ccc(Cl)cc1	19.0%
CCOC(=O)c1oc2c(c1C)/C(=N/OC(C)=O)CCC2	5.0%
CCCOc1cccc(C(=O)Nc2cccc(C(=O)Nc3ccccc3C(=O)O)c2)c1	0.0%
N#CC1=C(N)OC2=C(C(=O)CC(c3ccccc3)C2)C1c1cccc(Br)c1 (stereo not drawn)	8.0%
CCCCCCN=Cc1c(O)[nH]c(=O)[nH]c1=O	3.0%
COc1ccc(/C=N/Nc2nc(Nc3ccccc3)nc(N3CCOCC3)n2)cc1Br	11.0%
COc1cc(-c2cc(C(F)(F)F)n3ncc(C(=O)Nc4cccc5ccccc45)c3n2)cc(OC)c1OC	0.0%
O=[N+]([O-])c1cccc(S(=O)(=O)NCc2ccccc2Cl)c1	12.0%
O=C1NC2C(NC(=O)N2c2ccccc2)N1c1ccccc1 (stereo not drawn)	13.0%
CCCCOc1ccc(C(=O)NCCOc2ccc(C)c(C)c2)cc1	0.0%

Retrieved one by one from the entries so far, four records:
SMILES	RNase H inhibition
CN(C)CCNC(=O)c1cc([N+](=O)[O-])ccc1Cl	9.0%
CC(=O)N1c2ccccc2NC2=C(C(=O)CC(C)(C)C2)C1c1ccc(F)cc1 (stereo not drawn)	3.0%
CN(C)c1ccc(/C=C2\C(=O)Oc3ccccc3C2=O)cc1	19.0%
COc1cccc(C2NC(=O)NC(C)=C2C(=O)OCC2CCCO2)c1OC (stereo not drawn)	8.0%

Source: PubChem BioAssay (MTDP)
